Bioassay records deposited in PubChem BioAssay by several laboratories.
TLR4-MyD88 BLA: TLR4-MyD88 interaction inhibition in cells. HeLa CL3-4 TLR4/MyD88 BLA complementation, FRET ratio. inhibition, % at 8.4 µM. 0.18% of 200,000 active. AID 861; in the data active = inhibition above about 25%;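 note: 0% = vehicle and 100% = reference inhibitor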
Target sequence (O00206 whole entry, looked up): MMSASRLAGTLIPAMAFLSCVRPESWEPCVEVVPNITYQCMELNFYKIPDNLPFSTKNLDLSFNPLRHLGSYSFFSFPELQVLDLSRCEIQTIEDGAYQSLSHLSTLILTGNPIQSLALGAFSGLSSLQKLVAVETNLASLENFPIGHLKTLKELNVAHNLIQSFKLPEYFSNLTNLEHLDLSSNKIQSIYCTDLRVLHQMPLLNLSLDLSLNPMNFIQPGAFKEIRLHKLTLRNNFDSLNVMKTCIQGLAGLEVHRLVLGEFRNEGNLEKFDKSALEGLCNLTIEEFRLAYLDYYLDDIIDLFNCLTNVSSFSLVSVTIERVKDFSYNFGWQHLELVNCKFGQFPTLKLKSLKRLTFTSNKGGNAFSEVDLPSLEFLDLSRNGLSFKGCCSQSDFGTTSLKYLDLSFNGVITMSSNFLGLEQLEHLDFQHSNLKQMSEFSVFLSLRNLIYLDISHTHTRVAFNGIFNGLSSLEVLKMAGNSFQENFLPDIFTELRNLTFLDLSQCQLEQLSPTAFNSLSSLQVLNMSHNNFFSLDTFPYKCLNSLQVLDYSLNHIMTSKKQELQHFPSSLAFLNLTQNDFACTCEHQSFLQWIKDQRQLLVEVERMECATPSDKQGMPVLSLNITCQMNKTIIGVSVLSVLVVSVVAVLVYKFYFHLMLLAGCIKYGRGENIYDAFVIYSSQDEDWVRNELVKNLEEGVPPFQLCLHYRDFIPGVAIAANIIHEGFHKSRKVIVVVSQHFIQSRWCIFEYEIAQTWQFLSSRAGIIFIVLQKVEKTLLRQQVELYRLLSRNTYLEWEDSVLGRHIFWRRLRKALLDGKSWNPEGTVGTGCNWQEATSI
Target sequence (Q99836 whole entry, looked up): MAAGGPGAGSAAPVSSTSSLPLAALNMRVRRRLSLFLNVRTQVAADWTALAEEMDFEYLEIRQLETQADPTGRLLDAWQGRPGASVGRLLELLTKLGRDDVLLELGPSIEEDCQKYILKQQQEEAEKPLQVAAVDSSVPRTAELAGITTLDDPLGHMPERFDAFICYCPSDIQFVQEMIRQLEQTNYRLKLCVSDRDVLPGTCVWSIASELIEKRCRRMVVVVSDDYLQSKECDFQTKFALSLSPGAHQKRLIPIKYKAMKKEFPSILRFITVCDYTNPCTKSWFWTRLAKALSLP
STAT3 act: STAT3 signaling activation; U3A cells, IL-6 STAT3-luciferase reporter, luminescence; 100% = signal with IL-6 EC80 alone; activation (% of control), % at 5.6 µM; 0.91% of 190,000 active; AID 871;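 active = activation above the screen-wide mean of compound activation plus 3 SD, cut at about 130% in these data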;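 note: 0% = background luminescence of wells with medium and substrate only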
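Material: human U3A cells carrying STAT3-luciferase construct. Measured by: reporter luminescence signal. Timing: compound 1 h, then IL-6 6 h at 37 °C.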
APP 5UTR inh: APP translation inhibition; SH-SY5Y APP 5'UTR-luciferase reporter, luminescence; 0.82% of 190,000 active; AID 1285; inhibition, % at 2 µM;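 active = inhibition above a set limit, derived from the sample mean plus 3 SD, cut at about 45% in these data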; note: values of inactives mirror those of a sister screen read the other way
G6PDH CS: inhibits Leuconostoc G6PDH, flagging false hits in G6PDH-based assays. Purified L. mesenteroides G6PDH, diaphorase/resazurin coupled fluorescence, 45 min. inhibition, % at 5 µM. 0.12% of 200,000 active. AID 1020; in the data active = inhibition above about 50%
STAT1 blocker: inhibitors of IFN-gamma induced STAT1 signaling. 0.35% of 200,000 active. NIH 3T3 STAT1-luciferase reporter, luminescence. inhibition, % at 5.5 µM;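 active = inhibition above a set limit, the mean inhibition across all tested compounds plus 3 SD, cut at about 34% in these data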;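 note: 0% = IFN-gamma with DMSO and 100% = IFN-gamma with 300 µM nifuroxazide; values of inactives mirror those of a sister screen read the other way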
STAT1 activator: activators of IFN-gamma induced STAT1 signaling. NIH 3T3 STAT1-luciferase reporter, luminescence; 100% = IFN-gamma alone, no compound. activation (% of control), % at 5.5 µM. 2.6% of 200,000 active. AID 932;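 active = activation above the screen-wide mean activation plus 3 SD, cut at about 130% in these data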;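 note: raw ratio to IFN-gamma control signal so 100% means no change and 0% no light; values of inactives mirror those of a sister screen read the other way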
STAT3 inh: inhibitors of IL-6 induced STAT3 signaling. inhibition, % at 5.5 µM. 0.89% of 190,000 active. AID 862. U3A cells, IL-6 STAT3-luciferase reporter, luminescence; host cell line lacks STAT1;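 active = inhibition above the mean inhibition across all screened compounds plus 3 SD, cut at about 44% in these data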;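 note: 0% = DMSO only wells and 100% = 100 µM nifuroxazide control wells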
Diaphorase inh: diaphorase inhibition or chemical oxidation counter-screen; diaphorase resazurin-to-resorufin fluorescence, NADH, 16 min; bacterial (C. kluyveri) enzyme, not human; inhibition, % at 20 µM; 0.69% of 190,000 active; AID 1217;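 active = primary screen inhibition at 20 µM above a set limit, cut at about 50% in these data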;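 note: plate controls were DMSO with full reaction for no effect and wells lacking NADH for full effect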
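Detection: fluorescence of resorufin formed from resazurin, Ex 544/Em 590 nm; test system: Clostridium kluyveri diaphorase enzyme; amount: 0.14 U/mL diaphorase, enzyme working solution; times: 16-min room-temperature incubation before reading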
Hsp70 activator: switches on Hsp70 transcription; HeLa Hsp70 promoter luciferase reporter, luminescence; scaled: vehicle 0, proteasome-inhibitor control 100%; activation, % at 10 µM; 0.04% of 200,000 active; AID 1203;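 active = activation above the mean across all tested compounds plus 3 SD, cutoff set per campaign, cut at about 5.5% in these data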;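 note: 100% = MG132 at 30 µM as the positive control and 0% = DMSO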
Diaphorase act: diaphorase activation or chemical reduction counter-screen; Diaphorase/resazurin coupled assay, resorufin fluorescence, 16 min; stronger effect = higher value; 1 = vehicle wells, 0 = NADH-free wells; activation factor at 20 µM; 0.005% of 190,000 active; AID 1229;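 active = diaphorase activity raised at least twofold by the compound at 20 µM; inactive = activation factor below 2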
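Material: Clostridium kluyveri diaphorase, purified enzyme; Quantity: enzyme 0.07 U/mL final; Medium: HEPES pH 7.4 buffer with MgCl2 and Tween 20; Dosing: single compound dose of 20 µM, 1% DMSO final; Schedule: 16 min reaction at room temperature; Measured by: red resorufin fluorescence at 544/590 nm excitation/emission.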
Starred values were filed as active, the others as inactive; . = no result given.

SMILES | TLR4-MyD88 BLA | STAT3 act | APP 5UTR inh | G6PDH CS | STAT1 blocker | STAT1 activator | STAT3 inh | Diaphorase inh | Hsp70 activator | Diaphorase act
CNC(=O)C1CCC(=O)N1Cc1ccccc1Cl (centres undefined) | 4 | 101 | 10 | -3 | -2 | 102 | 3 | 8 | -0.2 | 0.9
CC(C)C(NC(=O)OCc1ccccc1)C(=O)NC1CCCCC1 (centres undefined) | 3 | 89 | 10 | 11 | 2 | 98 | 13 | 14 | -0.1 | 0.9
CCOc1nnc(C)c2c(C)n(-c3ccc(Cl)cc3)nc12 | 3 | 95 | -4 | 3 | 4 | 96 | 8 | -2 | -0.2 | 1
CCOC(=O)c1ccc(NC(=O)CSc2nnc(CNc3ccc(C)cc3)n2C)cc1 | 8 | 101 | -12 | -1 | -5 | 104 | 2 | 12 | -0.1 | 0.9
CC1(C)CC(=O)C2=C(C1)OC(c1cccs1)C(C#N)=C2N (centres undefined) | -11 | 92 | -6 | 2 | 4 | 98 | 14 | 17 | 0.0 | 0.8
COC(=O)C1=C(C)NC(C)=C(C(=O)OC)C1c1ccccn1 | 1 | 100 | 7 | -12 | 3 | 97 | 2 | 3 | -0.1 | 1
O=C(NCc1ccco1)N1c2ccccc2Sc2ccccc21 | 8 | 103 | -6 | 10 | 5 | 97 | -3 | 9 | -0.3 | 0.9
Cc1[nH]c2ccccc2c1/C=N/NC(=O)C1CC1(c1ccccc1)c1ccccc1 (centres undefined) | -15 | 117 | -16 | -7 | -8 | 108 | -24 | 24 | -0.3 | 0.8
COc1ccc(NC(=O)c2c(C(F)(F)F)nn(C)c2SCc2ccccc2)cc1 | 0 | 107 | . | 8 | -3 | 103 | -3 | 17 | -0.2 | 0.8
N#Cc1c(-c2ccccc2)nc(SCC(=O)Nc2ccccc2F)[nH]c1=O | 8 | 89 | 12 | 0 | 2 | 99 | 17 | -2 | 0.2 | 1
O=C1NC(CCc2ccccc2)C(=O)N1CCOc1ccccc1 (centres undefined) | 6 | 112 | 6 | 3 | 3 | 96 | -6 | -3 | -0.3 | 1
Cc1nn(-c2ccccc2)c(N2CCCCC2)c1/C=N/O | -6 | 112 | 0 | 3 | 6 | 94 | -10 | 21 | 0.0 | 0.8
N#Cc1ccc(OCc2nnc3n2CCCCC3)cc1 | -2 | 98 | -4 | 3 | 0 | 99 | 8 | -16 | 0.0 | 1.2
Cn1cnnc1SCC(=O)Nc1sc2c(c1C(N)=O)CCC2 | 0 | 105 | 14 | 9 | 5 | 95 | -3 | 48 | -0.3 | 0.5
O=C(Oc1cccc(C(=S)N2CCOCC2)c1)c1cccc([N+](=O)[O-])c1 | 0 | 103 | 6 | -2 | 2 | 97 | 2 | 14 | -0.2 | 0.9
O=C(NCCc1c[nH]c2ccccc12)C(=O)NCC(c1ccco1)N1CCN(c2ccccc2F)CC1 (centres undefined) | -9 | 101 | 5 | -7 | -1 | 101 | -4 | 17 | -0.4 | 0.8
Cc1ccc(C(=O)OCC(=O)N2CC(=O)Nc3ccccc32)s1 | 1 | 111 | 11 | 3 | -8 | 108 | -8 | 15 | -0.2 | 0.8
COc1ccccc1NS(=O)(=O)c1ccc(C)c(C(N)=O)c1 | 2 | 94 | 4 | 18 | 6 | 94 | 10 | -4 | -0.2 | 1
CCc1cccc2c(C#N)cn(CCOc3ccccc3OC)c12 | 7 | 93 | -10 | 3 | -3 | 103 | 16 | 23 | -0.3 | 0.8
CCCNc1nc(Cl)nc(NC(C)(C)C)n1 | -3 | 109 | -7 | -7 | -4 | 102 | 2 | -2 | -0.2 | 1

Compound profiles, as listed above. Order of screens: TLR4-MyD88 BLA | STAT3 act | APP 5UTR inh | G6PDH CS | STAT1 blocker | STAT1 activator | STAT3 inh | Diaphorase inh | Hsp70 activator | Diaphorase act
Profile of COc1ccccc1NS(=O)(=O)c1ccc(C)c(C(N)=O)c1 → 2 | 94 | 4 | 18 | 6 | 94 | 10 | -4 | -0.2 | 1
Profile of O=C1NC(CCc2ccccc2)C(=O)N1CCOc1ccccc1 (centres undefined) → 6 | 112 | 6 | 3 | 3 | 96 | -6 | -3 | -0.3 | 1

Continued:
SMILES | TLR4-MyD88 BLA | STAT3 act | APP 5UTR inh | G6PDH CS | STAT1 blocker | STAT1 activator | STAT3 inh | Diaphorase inh | Hsp70 activator | Diaphorase act
CCN=C1NN=C(c2ccc(C)cc2)CS1 | 7 | 49 | -63 | 5 | 16 | 86 | 66* | 12 | 0.1 | 0.9
CC(=O)N=c1ncn(CC(COC(C)=O)OC(C)=O)c2nc[nH]c12 (centres undefined) | 7 | 102 | 11 | -1 | -1 | 101 | 6 | 10 | -0.3 | 0.9
CC(=O)c1ccc(S(=O)(=O)Nc2ccc(-c3cn4c(n3)SCC4)cc2)cc1 | 1 | 99 | -18 | 7 | -2 | 101 | 5 | 6 | -0.4 | 0.9
COc1cc(O)cc2occ(-c3ccc(O)cc3)c(=O)c12 | -10 | . | -11 | 12 | -6 | 104 | . | 8 | 0.3 | 0.9
Nc1nc(SCC(=O)NCc2ccc3c(c2)OCO3)n[nH]1 | -4 | 104 | -34 | 1 | 4 | 96 | 3 | 19 | -0.1 | 0.8
COc1ccc(F)cc1CN1CCN(C(=O)CCC(=O)Nc2nnc(C(C)C)s2)CC1 | 0 | 94 | 8 | 6 | 14 | 88 | 14 | 18 | -0.6 | 0.8
COc1ccc(CNC(=O)Nc2ccc(C)cc2)cc1 | -7 | 106 | -27 | 2 | -15 | 114 | -3 | -10 | 0.8 | 1.1
COCCNC(=O)c1ccc(CN2CCc3ccccc3C2)cc1 | 1 | 100 | -22 | 7 | -1 | 103 | -3 | -4 | -0.4 | 1
COc1cccc(C(=O)Nc2ccc(N(C)C)cc2)c1OC | -6 | 101 | -53 | 2 | -48 | 142* | -1 | 6 | -0.1 | 0.9
COc1cc(Cl)c(C)cc1NC(=O)CCCN1C(=O)CCC1=O | 3 | 110 | 9 | -4 | -2 | 106 | -12 | 12 | -0.2 | 0.9
O=C(Nc1ccccc1)c1ccc(NCCc2ccccc2)c([N+](=O)[O-])c1 | -4 | 88 | -37 | -21 | 2 | 98 | 13 | 12 | 0.1 | 0.9
CCOC(=O)c1c(/N=C/c2ccc(C)cc2O)sc2c1CCC2 | -1 | 90 | -1 | -48 | 0 | 100 | 10 | 2 | -0.4 | 1
CC(C)NC(=O)CSc1nc2ccccc2n1-c1ccccc1 | 6 | 102 | -2 | 4 | 2 | 98 | -1 | 9 | -0.3 | 0.9
O=C(C1CCN(S(=O)(=O)c2cnc[nH]2)CC1)N1CCN(c2ncccn2)CC1 | 20 | 104 | 6 | -19 | 2 | 98 | -1 | 9 | 0.4 | 0.9
COC(=O)c1cn(-c2ccccc2)nc1C(=O)OC | -7 | 102 | 6 | -5 | -4 | 103 | 4 | 17 | -0.2 | 0.8
CCCS(=O)(=O)N1CCN(S(=O)(=O)c2ccccc2[N+](=O)[O-])CC1 | -4 | 108 | 10 | 17 | 0 | 99 | -2 | 2 | 0.2 | 1
O/N=C1/CC/C(=N\O)c2nn(-c3ccccc3)nc21 | 9 | 105 | -9 | 3 | -11 | 108 | -1 | 18 | -0.3 | 0.8
CC12CCC(C(=O)N3CCCCC3)(CC1=O)C2(C)C (centres undefined) | 7 | 98 | -4 | 22 | 1 | 99 | 6 | -15 | 0.1 | 1.2
CCN(CC)S(=O)(=O)c1cc(C)ccc1NC(=S)Nc1cccnc1 | -16 | 83 | -23 | 6 | 5 | 96 | 27 | 9 | -0.3 | 0.9
CCCC(=O)N(c1ccc(C(=O)O)cc1)c1nc(-c2ccccc2)c(C)s1 | -20 | 94 | 0 | 15 | 8 | 91 | 12 | 7 | -0.3 | 0.9

Results in APP 5UTR inh, for some of the entries so far:
compound | APP 5UTR inh
COc1cccc(C(=O)Nc2ccc(N(C)C)cc2)c1OC | -53
COc1cc(Cl)c(C)cc1NC(=O)CCCN1C(=O)CCC1=O | 9
O=C(Nc1ccccc1)c1ccc(NCCc2ccccc2)c([N+](=O)[O-])c1 | -37

The list continues:
SMILES | TLR4-MyD88 BLA | STAT3 act | APP 5UTR inh | G6PDH CS | STAT1 blocker | STAT1 activator | STAT3 inh | Diaphorase inh | Hsp70 activator | Diaphorase act
COc1ccc(NC(=O)CN2C(=O)c3ccccc3Sc3ccc(C(=O)N4CCOCC4)cc32)c(OC)c1 | -1 | 113 | -11 | 8 | -8 | 107 | -13 | 23 | -0.1 | 0.8
O=C(COC(=O)/C=C/c1ccc(F)cc1)Nc1cccc(S(=O)(=O)N2CCCC2)c1 | -1 | 104 | 9 | 1 | 0 | 98 | 2 | 33 | -0.1 | 0.7
COc1ccc(-c2nnn(CC(=O)OC3CCCCC3)n2)cc1OC | 2 | 96 | 4 | -14 | 7 | 94 | 8 | 30 | -0.4 | 0.7
COc1ccc(OC)c(/C=C/C(=O)OCC(=O)Nc2ccc3c(c2)OCCO3)c1 | 10 | 105 | 19 | -20 | 2 | 98 | -4 | -3 | -0.1 | 1
O=C(O)CC(NC(=O)C1CCCCC1)c1ccc(OC2CCCC2)cc1 (centres undefined) | 2 | 102 | -8 | 12 | 3 | 97 | 2 | -3 | 0.0 | 1
Cc1cc(C)nc(N2CCCC(C(=O)NCCc3ccccc3F)C2)n1 (centres undefined) | 10 | 94 | -13 | 3 | 3 | 97 | 10 | 15 | -0.2 | 0.8
CCOCCCNC(=O)NC(=O)CN1CCN(S(=O)(=O)c2ccc3c(c2)OCCO3)CC1 | 11 | 98 | -8 | 6 | -7 | 106 | 3 | 15 | 0.2 | 0.8
Cc1cccc(N(CC(N)=O)C2SC(=O)N(c3ccccc3)C2=O)c1 (centres undefined) | 1 | 90 | -13 | -6 | 12 | 89 | 14 | 18 | -0.1 | 0.8
CCCc1[nH]nc2c1C(C1CCCCC1)C(C#N)=C(N)O2 (centres undefined) | -2 | 94 | -3 | -6 | 2 | 98 | 15 | 19 | -0.1 | 0.8
O=C(Nc1ccc(Cl)c(C(F)(F)F)c1)N1CCCC(O)C1 (centres undefined) | 5 | 102 | 9 | 4 | -1 | 101 | 2 | -3 | 0.0 | 1
CC(=O)Nc1ccc(NC(=O)N2CCCCC2)cc1 | -6 | 96 | 14 | 9 | 3 | 97 | 10 | -4 | 0.0 | 1
COc1ccc(NC(=O)CCN2CCCCCC2)cc1 | 5 | 104 | 6 | 6 | -2 | 101 | -2 | -10 | -0.1 | 1.1
Cc1nn(-c2ccccc2)c(C)c1C(=O)OCC(=O)N1CCN(S(=O)(=O)c2ccccc2)CC1 | 0 | 94 | -8 | 2 | -11 | 110 | 8 | 13 | 0.1 | 0.9
Cc1ncc(CO)c(/C=N/NC(=O)c2ccc(Br)cc2)c1O | 5 | 99 | 9 | -20 | -3 | 103 | 4 | 22 | -0.2 | 0.8
COc1ccc2c(c1)C(NC(C)=O)C(=O)N2C (centres undefined) | -1 | 97 | 5 | 10 | 0 | 100 | 12 | 16 | 0.1 | 0.8
COC(=O)Cn1c(CN2CCC(Cc3ccccc3)CC2)nc2c1c(=O)n(C)c(=O)n2C | 9 | 78 | 34 | 19 | 26 | 76 | 29 | -7 | -0.5 | 1.1

Rows were taken by chance; any-hit rate near 6.1%.
